# Screens: PubChem, Sanford-Burnham Center for Chemical Genomics
# hIAP activ – human IAP activation; P09923; purified human IAP, CDP-Star luminescence, 30 min; hits give high values; 1 = vehicle-only enzyme, 0 = enzyme-free background; activation factor at 10 µM; 0.16% of 330,000 active;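 active = activation factor of the enzyme at least 2-fold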; note: the source names both 10 and 20 µM as test concentration; values of inactives mirror those of a sister screen read the other way
# Target sequence (P09923 whole entry, looked up): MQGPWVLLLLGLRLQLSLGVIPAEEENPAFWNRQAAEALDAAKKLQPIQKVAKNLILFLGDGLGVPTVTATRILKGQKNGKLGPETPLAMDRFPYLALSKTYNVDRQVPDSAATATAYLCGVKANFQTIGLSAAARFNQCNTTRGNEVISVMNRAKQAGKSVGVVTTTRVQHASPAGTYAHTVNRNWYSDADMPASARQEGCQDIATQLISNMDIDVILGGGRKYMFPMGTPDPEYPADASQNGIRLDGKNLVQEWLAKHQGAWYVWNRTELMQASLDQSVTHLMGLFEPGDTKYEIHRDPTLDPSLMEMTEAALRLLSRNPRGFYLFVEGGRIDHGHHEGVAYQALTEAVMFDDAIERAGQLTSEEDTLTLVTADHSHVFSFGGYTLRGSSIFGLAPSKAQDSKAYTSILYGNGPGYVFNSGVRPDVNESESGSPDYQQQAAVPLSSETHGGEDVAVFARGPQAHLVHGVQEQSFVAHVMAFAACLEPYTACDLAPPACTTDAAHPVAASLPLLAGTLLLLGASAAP
# beta cell repl – induces beta-cell replication in MIN6 cells; MIN6 cells proliferation, ATPlite luminescence, 48 h; cells starved in 0.2% serum; 100% = growth in 10% serum; 0.29% of 330,000 active; proliferation, % at 10 µM; AID 2380;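 active = compounds whose signal lies at least 3.5 SD above the mean of all wells on their plate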;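 note: 0% = DMSO-treated cells in low-serum medium and 100% = 10% serum control; some compounds called inactive have numbers as strong as hits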
# NALP3 yeast inh – blocks the NALP3 inflammasome reconstituted in yeast; AID 2825; Yeast reconstituted NLRP3/ASC/caspase-1, beta-gal luminescence, 24 h; inhibition, % at 10 µM; 0.39% of 330,000 active;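 active = inhibition of 50% or more; inactive = inhibition below 50%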;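 note: plate controls were induced DMSO wells for no effect and uninduced yeast grown without galactose for full effect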
# A3A deaminase – human APOBEC3A DNA deaminase inhibition; P31941; recombinant A3A, FAM/TAMRA ssDNA deamination fluorescence; inhibition, % at 20 µM; 0.41% of 330,000 active; AID 493011;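 active = at least 40% inhibition at 20 µM here, with at most 30% in a related deaminase screen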;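 note: plate controls were A3A with DMSO for no effect and wells lacking A3A enzyme for full effect; some results filed as inactive read as strong as hits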
# APOBEC3G inh – blocks human APOBEC3G single-stranded DNA deamination. Q9HC16. recombinant A3G, ssDNA deamination FAM/TAMRA fluorescence. inhibition, % at 20 µM. 0.28% of 330,000 active. AID 493012;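 active = inhibition of at least 40% at 20 µM, with no more than 30% in the related APOBEC3A deaminase screen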;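 note: plate controls were DMSO wells with A3G for no effect and wells lacking A3G enzyme for full effect; some compounds called inactive have numbers as strong as hits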
# Target sequence (Q9HC16 whole entry, looked up): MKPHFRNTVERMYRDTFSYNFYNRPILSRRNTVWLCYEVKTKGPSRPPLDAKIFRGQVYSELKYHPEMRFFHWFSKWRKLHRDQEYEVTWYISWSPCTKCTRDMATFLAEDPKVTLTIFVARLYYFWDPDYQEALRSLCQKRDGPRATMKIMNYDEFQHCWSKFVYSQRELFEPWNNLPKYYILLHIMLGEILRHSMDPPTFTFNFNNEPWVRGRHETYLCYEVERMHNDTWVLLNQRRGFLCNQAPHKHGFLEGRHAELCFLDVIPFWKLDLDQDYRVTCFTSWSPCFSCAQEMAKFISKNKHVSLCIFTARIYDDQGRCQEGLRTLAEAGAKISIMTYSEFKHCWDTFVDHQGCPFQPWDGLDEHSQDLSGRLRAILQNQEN
# mIAP activ – increases mouse intestinal alkaline phosphatase activity | muIAP, CDP-Star luminescence, 30 min; hits give high values; 1 = vehicle-only enzyme signal, 0 = enzyme-free wells | activation factor at 10 µM | 0.24% of 330,000 active;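 active = activation factor of at least 2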; note: the source names both 10 and 20 µM as test concentration; values of inactives mirror those of a sister screen read the other way
#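 Assay system: mouse IAP enzyme; reagent: chemiluminescent substrate CDP-Star; dosing: test compounds delivered from DMSO solution; schedule: 30 min at room temperature; measured by: luminescence from enzymatic CDP-Star hydrolysis; controls: DMSO-only wells and no-enzyme negative control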
# mIAP inh – blocks mouse intestinal alkaline phosphatase | purified mouse IAP, CDP-Star luminescence, 30 min | inhibition, % at 10 µM | 0.2% of 330,000 active | AID 2806;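 active = inhibition of at least 40% at 10 µM in the primary screen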;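 note: plate controls were DMSO with enzyme for no effect and no enzyme wells for full effect; values of inactives mirror those of a sister screen read the other way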
# hIAP block – blocks human intestinal alkaline phosphatase. purified IAP, CDP-Star luminescence, 30 min. inhibition, % at 10 µM. 0.12% of 330,000 active;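 active = inhibition reaching a set limit with compound at 10 µM in the primary screen, cut at about 35% in these data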;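 note: plate controls were DMSO wells with enzyme for no effect and no-enzyme buffer wells for full effect; values of inactives mirror those of a sister screen read the other way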
# SENP1 FRET inh – SENP1 (human) catalytic domain inhibition | 0.21% of 360,000 active | inhibition, % at 10 µM | recombinant SENP1 catalytic domain, CyPet-SUMO1-YPet FRET cleavage | Q9P0U3 | AID 624204;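 active = inhibition at least 30% at 10 µM, raw YFP signal under a set limit, fluorescence ratio 0.5 to 1.5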;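 note: 0% = enzyme with DMSO and 100% = no enzyme wells; some results filed as inactive read as strong as hits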
#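 Assay system – human recombinant His6-tagged SENP1 catalytic domain enzyme · Input – SENP1 enzyme, 20 pM final · Buffer or medium – Tris pH 8 buffer plus EDTA, NaCl, BME, BSA, NP40, catalase · Schedule – 50 min reaction at room temperature · Technique – FRET read of cyan and yellow fluorescence · Control set – no-enzyme wells low, DMSO-plus-enzyme wells high control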
# * = called active by the depositor; nt = not tested or not shown. A portion of the library; count on the stated rates, not on these rows.
item	canonical_smiles	hIAP activ	beta cell repl	NALP3 yeast inh	A3A deaminase	APOBEC3G inh	mIAP activ	mIAP inh	hIAP block	SENP1 FRET inh
1	CCCc1[nH]c2ccc(C#N)cc2c1CCC	0.91	-8	41	-1	-5	1.3	-30	9	0
2	COc1ccc(NC(=O)CSc2nncn2C)cc1	0.97	0	13	-1	6	1.1	-8	3	2
3	O=C(Cn1nnc(-c2ccccc2)n1)N1CCN(S(=O)(=O)c2ccc(Cl)cc2)CC1	0.93	1	7	-1	-4	1.1	-15	7	0
4	CC(C)CN(C(=O)COC(=O)C1=COCCO1)c1c(N)n(Cc2ccccc2)c(=O)[nH]c1=O	1.1	0	21	3	-8	1.1	-7	-12	0
5	O=C(NCc1ccncc1)c1cc2ccccc2nc1Cl	1	-2	7	-1	-5	1	-2	0	-1
6	Cc1ccc(S(=O)(=O)c2cc3c(=O)n4ccccc4nc3n(C3CCCC3)c2=N)cc1	0.92	0	10	-7	-5	0.94	6	8	-29
7	Cc1ccc(S(=O)(=O)N(CC(=O)N2CCC(C(N)=O)CC2)c2cccc(C(F)(F)F)c2)cc1	0.96	2	13	-3	-4	1.1	-7	4	0
8	O=C(COC(=O)c1cnccn1)NCCc1ccc(Cl)cc1	1	-1	-9	0	-8	0.94	6	-4	-11
9	CC(=O)NCCn1c(SCc2ccc(C)cc2C)nc2ccccc2c1=O	1	-1	18	0	-1	1.1	-6	0	2
10	CC(C)c1ccc(OCc2ccc(C(=O)NN3CCN(C)CC3)o2)cc1	0.83	-1	2	0	3	1.1	-8	17	2
11	Cc1cccc(Nc2nnc(SCC(=O)N(C)C3CCS(=O)(=O)C3)s2)c1C (configuration not stated)	0.97	3	10	5	-1	0.95	5	3	3
12	CCOC(=O)C1CCCN(S(=O)(=O)CCNC(=O)c2ccc3c(c2)OCO3)C1 (configuration not stated)	1.1	0	30	0	-9	1	-4	-8	2
13	CC(C)(C)OC(=O)N[C@@H](COCc1ccccc1)C(=O)N[C@@H](CO)[C@H](O)[C@@H]1C[C@@H]1C(=O)N1CCCC1	1.1	1	-1	-2	-16	1.2	-18	-8	2
14	CC(c1nc2ccccc2c(=O)[nH]1)N1CCOCC1 (configuration not stated)	0.97	2	2	-2	-2	1	-2	3	1
15	CC(C)CC(OC(=O)c1nsc(Cl)c1Cl)C(=O)NCc1cccs1 (configuration not stated)	1.1	-2	10	-2	-6	1.2	-16	-13	1
16	Cc1sc2nc(CC(=O)NN)[nH]c(=O)c2c1C	1	1	1	1	-6	0.96	4	-5	-17
17	CC1=CSC2=NC(=O)/C(=C\c3cccn3-c3ccc([N+](=O)[O-])cc3)C(=N)N12	1.1	0	-14	3	-1	0.85	15	-12	-2
18	S=c1[nH]nc(-c2ccccn2)n1/N=C/c1ccc(Cl)c(Cl)c1	1.3	-4	19	15	46*	0.84	16	-32	-1
19	COc1ccc(C)cc1NC(=O)CSc1ccc(-c2sc(C)nc2C)nn1	1	-4	10	-1	-2	0.99	1	-2	-2
20	Cc1ccc(NC(=O)CCc2ccc(S(=O)(=O)N3CCOCC3)cc2)c(O)c1	0.97	-2	-3	-1	-4	0.94	6	2	1
21	O=C(O)C1C2CC2CN1C(=O)c1ccc(Cl)cc1 (configuration not stated)	1.1	-1	8	1	-1	0.97	3	-8	2
22	O=C(COc1coc(CN2CCN(c3cccc(Cl)c3)CC2)cc1=O)NC1CCCC1	1	0	16	-1	-10	0.99	0	-2	-1
23	COc1ccc(OC)c(/C=N/NC(=O)c2ccc(=O)[nH]n2)c1	1.1	-3	-6	4	-4	0.97	3	-12	-3
24	CCCCCCC(=O)Nc1ccc(Cl)cn1	1	1	-5	1	-5	0.96	4	-4	0
25	C[C@H](CO)N1C[C@H](C)[C@@H](CN(C)Cc2ccncc2)Oc2c(NC(=O)CCC(F)(F)F)cccc2C1=O	1.1	-4	1	1	-1	0.99	1	-12	-2
26	Cc1ccnc(NC(=O)C2CC(=O)N(c3ccc4c(c3)OCCO4)C2)c1 (configuration not stated)	0.96	-4	-3	-4	-5	0.92	8	4	0
27	C=CCNC(=O)C1CCN(c2ccc(S(=O)(=O)N3CCOCC3)cc2Cl)CC1	1.1	-2	6	-2	-5	1.1	-8	-8	4
28	COC(=O)c1ccccc1NC(=S)NC(=O)COc1ccccc1Cl	0.96	0	23	1	0	0.98	2	4	1
29	CCOC(=O)C1CCN(c2cc3c(cc2NC(=O)c2ccccc2F)n(C)c(=O)n3C)CC1	1	0	-2	8	3	1	-3	-4	-10
30	Cc1cc(C)cc(N(CC(=O)NCc2ccco2)S(=O)(=O)c2ccccc2)c1	0.89	5	17	-1	-6	0.94	6	11	1
31	Cc1noc(NS(=O)(=O)c2ccc(N/C=C\C(=O)c3ccc(Br)cc3)cc2)c1C	0.9	-4	15	1	-3	0.97	3	10	-54
32	CCSc1nnc(NC(=O)[C@@H](NC(=O)c2ccc(C(C)(C)C)cc2)C(C)C)s1	0.93	-3	3	-3	-3	0.85	15	7	0
33	CC(OC(=O)CCN1C(=O)C2CC=CCC2C1=O)C(=O)Nc1cccc(C#N)c1 (configuration not stated)	0.92	-3	6	-7	-14	1	-1	8	0
34	COC(=O)c1ccc2c(=O)n(CC3CCCO3)c(SCC(=O)NCCc3ccc(S(N)(=O)=O)cc3)nc2c1 (configuration not stated)	1.1	-4	1	2	-5	0.98	2	-9	1
35	Nc1nc2c(ncn2COCCO)c(=O)[nH]1	0.91	0	8	-1	-6	0.91	9	9	0
36	O=C(NCCC(NS(=O)(=O)OCC(Cl)(Cl)Cl)c1ccccc1)C(F)(F)F (configuration not stated)	1	1	3	-3	-12	1	-4	-5	1
37	O=C(COc1cc([N+](=O)[O-])cc2cccnc12)NCCC1=CCCCC1	0.89	1	17	-2	-1	1	-4	11	-1
38	Cc1noc(C)c1C(=O)N1CCN(S(=O)(=O)c2ccc(F)cc2)CC1	0.95	-3	6	4	-13	1	-5	5	0
39	CON(C)S(=O)(=O)c1ccc2c(c1)NC(=O)C1CCCN21 (configuration not stated)	0.78	-3	8	1	0	0.99	0	22	-37
40	COc1ccc(CCNC(=O)C2CC(=O)N(C3CCCCCCC3)C2)cc1OC (configuration not stated)	0.91	-2	-14	1	-5	0.98	2	9	-1
41	Cc1ccc(-c2cc(C(=O)Nc3cc(C(=O)O)ccc3C)c3ccccc3n2)cc1	0.88	-2	11	1	0	1.1	-8	12	0
42	COc1cccc(C(=O)Nc2cccc3ccccc23)c1	0.85	-2	38	-4	-5	0.99	1	14	1
43	COc1cccc(NS(=O)(=O)c2ccc(-n3cccn3)cc2)c1	1.2	-4	5	3	4	0.91	9	-21	0
44	COc1ccc(C(=O)Nc2cc(-c3ccccc3)nn2-c2ccccc2F)cc1	1.1	4	28	1	-9	1	-4	-10	0
45	CCOc1nc(-c2ccccc2)ccc1-c1noc(-c2cccnc2)n1	1	-1	0	4	-4	1.1	-7	0	-9
46	CC(NC(=O)COC(=O)CNC(=O)C1CCCCC1)c1ccccc1 (configuration not stated)	1	9	1	-3	-8	0.95	5	-4	-1
47	CN(C(=O)C1CCC(=O)N(CCCN2CCCC2=O)C1)C(C1CC1)C1CC1 (configuration not stated)	0.89	-1	-1	-3	-7	1	-3	11	0
48	CCCCN(C)CCC(=O)Nc1ccc2c(c1)CCC2	0.96	2	31	0	0	1	-2	4	-2
49	CC(C)CC(=O)N1CCN(C(=O)c2cccc(F)c2)CC1	0.83	-1	20	-2	-6	0.99	1	17	-1
50	CC1CCN(CCNC(=O)C2CCN(S(=O)(=O)c3cccc4nsnc34)CC2)CC1	1.3	-3	-1	-3	-5	0.96	4	-32	0
51	Cc1cc(C(=O)NCC(c2ccco2)N(C)C)no1 (configuration not stated)	1.1	-2	1	-1	-4	1	0	-8	-6
52	COc1ccc(OC)c(C2CC(=O)OC3=C2C(=O)CC(C)(C)C3)c1 (configuration not stated)	1.1	0	-11	1	0	1.1	-8	-5	3
53	CCCCc1ccc(NC(=O)N[C@H](C(=O)O)C(C)CC)cc1 (some centres not stated)	1	0	23	0	-5	0.99	1	-1	1
54	O=C(Nc1ccccc1C(=O)NCc1cccnc1)c1ccco1	1.1	2	0	2	-1	1	-4	-12	3
55	O=C(CSc1nnc(-c2ccccc2)n1Cc1ccccc1)N1CCOCC1	1.1	-1	15	-6	-8	1.2	-16	-13	-1
56	COc1ccc(CNS(=O)(=O)NCc2ccccc2F)cc1	0.87	-3	23	-3	-8	1	-1	13	1
57	CC(=O)Nc1cc(S(=O)(=O)Nc2ccccc2)c(C)cc1C	0.94	-2	-16	0	-7	1.1	-5	6	-1
58	CCOC1=C/C(=C/c2c(N)n3nc(CC(=O)N4CCCCC4)sc3nc2=O)C=CC1=O	0.78	2	-18	-2	-8	0.9	10	22	-25
59	CC(=O)c1c(N2CCCC2)[nH]c(-c2ccccc2)nc1=S	0.96	-3	14	-7	-10	0.88	12	4	2
60	CC(C)(C)c1ccc(-n2ncc3c2CCCC3NC(=O)CCN2CCCCC2=O)cc1 (configuration not stated)	1	-5	9	-2	-7	1.1	-9	-4	-2

# (cont.)
item	canonical_smiles	hIAP activ	beta cell repl	NALP3 yeast inh	A3A deaminase	APOBEC3G inh	mIAP activ	mIAP inh	hIAP block	SENP1 FRET inh
61	O=C(NCc1ccccc1)C(c1cccnc1)N(C(=O)c1csnn1)c1ccccc1 (configuration not stated)	0.88	-2	-11	-3	-5	1	0	12	2
62	CC(C)CCNC(=S)Nc1ccccn1	0.91	0	29	0	2	1	0	9	0
63	NC(=O)CSc1n[nH]c(=O)n1CCc1ccccc1	1.1	-4	1	-4	-11	0.95	5	-12	0
64	CC(=O)N(NC(=O)c1ccccc1Cl)C1CC(=O)N(c2ccc(C)cc2)C1=O (configuration not stated)	0.91	-1	16	-2	-1	0.98	2	9	2
65	CCCn1c(N)c(N2CCCCC2)c(=O)n(CC(=O)Nc2ccccc2C)c1=O	1.1	-1	9	3	3	1	0	-11	-1
66	CC(=O)NNC(=O)c1sc(=S)n(C)c1C	0.97	-1	15	2	3	1	-2	2	-1
67	O=C(COC(=O)COc1ccccc1)Nc1ccc(OC(F)(F)F)cc1	1	-2	-8	1	-2	0.95	5	-2	4
68	C#CCOCCOCCOCCNc1nc(N2CCN(C(=O)[C@H](CCC(=O)O)n3cc(C(N)Cc4ccc(O)cc4)nn3)CC2)nc(N2CCN(C(=O)[C@H](CCC(=O)O)n3cc(C(N)Cc4ccc(O)cc4)nn3)CC2)n1 (some centres not stated)	1	0	8	-4	-8	0.96	4	-1	nt
69	CCN(CC)CCCN=Cc1c(O)n(-c2ccc(C)cc2)c(=O)c2ccccc12	1.2	-2	2	-3	-4	1.1	-9	-19	-13
70	NC(=O)CNC(=O)C1CCCc2c1[nH]c1ccc(Cl)cc21 (configuration not stated)	1.6	-2	-18	-5	-8	0.91	9	-56	3
71	CCCCn1c(C(C)O)nc2ccccc21 (configuration not stated)	1.1	0	18	1	-4	0.68	32	-8	2
